D2 antag: HTS Assay for Allosteric Antagonists of the Human D2 Dopamine Receptor: Primary Screen for Antagonists; AID 485344, 2010; HEK293 TREx D2 cells, calcium flux, dopamine EC80; 340,000 tested, 2% active; inhibition, % at 10 µM; in the data active = inhibition above about 30%; also: 0% is about no effect
Target sequence (P14416 whole entry, looked up): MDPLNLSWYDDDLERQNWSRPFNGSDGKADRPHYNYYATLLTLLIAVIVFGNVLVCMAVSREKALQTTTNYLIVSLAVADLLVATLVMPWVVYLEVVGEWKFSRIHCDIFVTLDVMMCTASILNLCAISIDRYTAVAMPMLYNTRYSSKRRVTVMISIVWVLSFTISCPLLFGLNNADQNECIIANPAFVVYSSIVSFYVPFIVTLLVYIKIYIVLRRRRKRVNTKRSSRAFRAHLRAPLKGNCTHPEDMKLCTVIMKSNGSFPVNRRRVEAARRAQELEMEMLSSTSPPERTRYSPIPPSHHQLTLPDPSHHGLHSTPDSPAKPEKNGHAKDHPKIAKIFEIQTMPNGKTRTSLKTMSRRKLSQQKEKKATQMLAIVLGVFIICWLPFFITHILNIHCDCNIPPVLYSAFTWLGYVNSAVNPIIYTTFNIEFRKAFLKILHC
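Read-out: kinetic calcium fluorescence (1 cycle/s) in inducible HEK293 T-REx D2 cells after an EC80 dopamine addition that followed 180 s compound preincubation. Loss of the dopamine response indicates antagonism.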
TRHR enhancer: qHTS for Small Molecule Agonists and Allosteric Enhancers of Human TRH Receptor: Primary Screen for Enhancers | TRHR cells, fluo-8 calcium fluorescence, EC20 TRH enhancement | 360,000 tested, 0.66% active | enhancement, % at 2 µM | Thyrotropin-releasing hormone receptor (Homo sapiens), P34981; in the data active = enhancement above about 30%; also: 0% is about no effect
Target sequence (P34981 whole entry, looked up): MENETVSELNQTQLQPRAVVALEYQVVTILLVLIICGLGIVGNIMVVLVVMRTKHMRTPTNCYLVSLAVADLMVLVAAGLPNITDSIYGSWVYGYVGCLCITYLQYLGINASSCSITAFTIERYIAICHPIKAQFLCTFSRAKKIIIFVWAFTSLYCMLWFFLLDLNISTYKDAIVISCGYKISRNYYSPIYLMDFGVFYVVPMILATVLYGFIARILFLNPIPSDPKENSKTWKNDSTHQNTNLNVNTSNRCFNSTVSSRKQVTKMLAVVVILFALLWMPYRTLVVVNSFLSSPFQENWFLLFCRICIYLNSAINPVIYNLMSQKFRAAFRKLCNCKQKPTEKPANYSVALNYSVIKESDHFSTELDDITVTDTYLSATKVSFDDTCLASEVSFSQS
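Enhancer read-out: after compound pinning and an initial kinetic agonist-mode read, an EC20 of TRH (10 nM final) was injected and fluo-8 calcium signal (Ex 480/Em 530) followed at 1 s/cycle for 100 cycles in TRHR-expressing cells.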
TRHR agonist: qHTS for Small Molecule Agonists and Allosteric Enhancers of Human TRH Receptor: Primary Screen for Agonists | Thyrotropin-releasing hormone receptor (Homo sapiens), P34981 | TRHR cells, calcium flux fluo-8, FDSS agonist mode | activation, % at 2 µM | 360,000 tested, 0.18% active; in the data active = activation above about 30%; also: 0% is about no effect
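TRHR-expressing cells, plated overnight in medium with 10% serum, were loaded with fluo-8 calcium dye at room temperature. After a 10 s baseline, library compound was pin-added and calcium release was recorded kinetically (ex 480/em 530) as agonist response.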
mIDH1 inhibitor: qHTS for Inhibitors of mutant isocitrate dehydrogenase 1 (IDH1): qHTS | IDH1-R132H enzyme, NADPH consumption, diaphorase/resazurin fluorescence | Potency, µM (titrated, usually from 76.6 µM), inactives show at the highest dose activity change, negative = inhibition, most hits filed as inhibitors | 390,000 tested, 0.093% active | AID 602179, 2012; also: potency is read from the fitted curve at half-maximal effect; % is scaled to controls: 0 for no effect and ±100 for the full control effect; nearly all actives have a fitted effect of over 65% in size
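IDH1-R132H (0.5 ug/mL) preincubated 30 min with compound, then NADPH (0.016 mM) and alpha-KG (2 mM) added; 80 min at RT, pH 7.5. Remaining NADPH coupled via diaphorase/resazurin to fluorescence (540/590 nm); concentration-response curves normalized to no-enzyme control.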
USP1-UAF1 inh: Inhibitors of USP1/UAF1: Primary Screen; Potency, µM (series often up to 57.1 µM), for inactives: at the top dose activity change, negative = inhibition, most hits filed as inhibitors; AID 743255, 2014; recombinant USP1/UAF1, Ub-Rhodamine cleavage fluorescence; 390,000 tested, 0.23% active; also: potency is read from the fitted curve at half-maximal effect; % is scaled to controls: 0 for no effect and ±100 for the full control effect; nearly all actives have a fitted effect of over 60% in size; inactives centre near -12
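USP1/UAF1 complex (1 nM) preincubated 15 min at room temperature with compound, then Ub-Rho substrate (150 nM final) added. Kinetic fluorescence at 480/540 nm over 6 reads at 60 s intervals; 50 mM HEPES pH 7.8, 0.5 mM EDTA, 0.1 mg/ml BSA, 1 mM TCEP, 0.01% Tween-20.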
TrxR1 substrate: qHTS Assay for Substrates of Mammalian Selenoprotein Thioredoxin Reductase 1 (TrxR1): qHTS; purified TrxR1 substrate turnover, NADPH consumption readout; Potency, µM (series often up to 114 µM), for the others: at the top dose activity change, negative = substrate turnover; 390,000 tested, 0.01% active; AID 588456, 2011; also: potency is read from the fitted curve at half-maximal effect; % is scaled to controls: 0 for no effect and ±100 for the full control effect; nearly all actives have a fitted effect of over 50% in size
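Rat TrxR1, dispensed at 90 nM, was prereduced with 400 uM NADPH (final) for 5 min at ~22 deg C, then incubated with compound 15 min before 400 uM selenite. A first-read NADPH fluorescence drop versus no-compound background flagged substrates.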
PI4K2A block: qHTS for small molecular inhibitors of PI4K2A; Phosphatidylinositol 4-kinase type 2-alpha (Homo sapiens), Q9BTU6; purified PI4K2A, ADP-Glo luminescence, 1 h; stronger effect = lower value; activity change, negative = inhibition, % at 76.9 µM; 420,000 tested, 0.13% active; in the data active = activity change below about -50%; inconclusive = mostly about -30% to -49%;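 also: -100% = wells without enzyme as full effect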
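PI4K2A activity was measured by ADP-Glo luminescence: enzyme (4 ug/mL stock) and phosphatidylinositol (1.2 mM stock) in Tris pH 7.5/MgCl2/EGTA/Triton X-100 buffer were reacted with ATP (300 microM stock) for one hour at ambient temperature.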
TrxR1 inh: qHTS Assay for Inhibitors of Mammalian Selenoprotein Thioredoxin Reductase 1 (TrxR1): qHTS; AID 588453, 2011; recombinant rTrxR1, NADPH fluorescence consumption, selenite substrate; Potency, µM (doses to about 114 µM), for the others: top-dose activity change, negative = inhibition, hits mostly inhibitors; 390,000 tested, 1% active; also: potency is read from the fitted curve at half-maximal effect; % is scaled to controls: 0 for no effect and ±100 for the full control effect; nearly all actives have a fitted effect of over 65% in size
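Rat TrxR1 (90 nM in the dispensed reagent) was pre-reduced with 400 uM NADPH for 5 min at room temperature, then incubated with compound for 15 min. After 400 uM selenite was added, NADPH fluorescence (Ex 340/Em 450 nm) was followed for 8 min.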
D2 agonist: HTS Assay for Allosteric Agonists of the Human D2 Dopamine Receptor: Primary Screen for Agonists; HEK293 T-REx D2 cells, calcium flux agonist mode; 340,000 tested, 0.53% active; activation, % at 2 µM; D(2) dopamine receptor (Homo sapiens), P14416;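 active = activation over 3 SD above normal in the single-dose calcium agonist read, cut at about 30% in these data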; also: 0% is about no effect
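Calcium-flux readout, 1 cycle/sec over 180 s following compound pin transfer, in inducible HEK293 Trex D2 cells (force-coupled); dopamine controls included. Positive calcium responses during this window marked compounds as potential agonists.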
An asterisk follows results filed as active; ? = inconclusive; . = not tested or not shown; & = joins results of further samples; [ ] = dose if it differs, or a comment. Unless noted, calls follow the shape of the dose curve; as a rule, active = well fitted inhibition curve with a large enough effect; inconclusive = small, poorly fitted or top-dose-only effect; inactive = no such curve, though single readings can be large or run the other way. Compounds were not picked by outcome; any-hit rate near 3.9%.

SMILES	D2 antag	TRHR enhancer	TRHR agonist	mIDH1 inhibitor	USP1-UAF1 inh	TrxR1 substrate	PI4K2A block	TrxR1 inh	D2 agonist
O=C(CN1C(=O)c2cccc3cccc1c23)Nc1ccccc1C(=O)NCc1ccco1	.	.	.	-4%	-1%	10%	-15	-28%	.
COc1ccc(C)cc1S(=O)(=O)N1CCC(C(=O)NCCc2ccccc2)CC1	6	-10	-0.5	6%	-11%	-4%	-1	0%	0.3
Cc1ccc(NC(=O)C2CCN(S(=O)(=O)c3ccc(Cl)c(C(F)(F)F)c3)CC2)nc1	.	-11	0.1	-11%	?	1%[57.1 µM]	-3	6%[57.1 µM]	.
COc1ccccc1N1CCN(CC(=O)c2c(C)[nH]c3ccccc23)CC1	31*	8	0.1	-3%	-8%	-1%	4	-16%	0.5
O=C(CSc1ccc(-c2ccccn2)nn1)c1ccccc1	3	-4	0.7	-1%	-6%	0%	2	8%	-0.8
Cc1nc2nc(SCC(=O)N(C)Cc3ccccc3)nn2c(C)c1Cc1ccccc1Cl	.	12	-0.3	11%	-31%	7%	0	21%	0.8
O=C(O)C1CC=CCC1C(=O)Nc1ccc(N2CCN(Cc3ccccc3)CC2)cc1 (stereo unspecified)	-13	-1	-0.8	5%	-4%	3%	-3	-1%	64*
COc1ccc(NC(=O)CSc2nncn3c2cc2occc23)c(OC)c1	.	-6	-0.1	5%	-5%	7%	-2	?	-0.1
O=C(NNC(=O)c1ccc(F)c(S(=O)(=O)N2CCOCC2)c1)c1ccc([N+](=O)[O-])cc1	-2	-1	-0.4	2%	-19%	14%	-2	44%[activator]	-0.5
O=C(NCC1CCN(Cc2cccc(Cl)c2)CC1)C1CCCN(c2ncnc3c2nc2n3CCCCC2)C1 (stereo unspecified)	2	6	-0.4	-3%	?	-8%	-3	-14%	-0.8
Cc1nnc(SCC(=O)N2CCN(S(=O)(=O)c3ccccc3)CC2)n1Cc1ccccc1	0	4	0.3	0%	-12%	-9%	0	-17%	0.7
O=C(NCCc1cccnc1)C1CCC(=O)N(Cc2ccc(Cl)cc2)C1 (stereo unspecified)	8	9	-0.7	3%	-21%	1%	0	13%	-0.2
Nc1ccc(S(N)(=O)=O)cc1N	12	-6	0.6	-3%	-21%	2%	-2	10%	-1.4
COC(=O)[C@H](Cc1ccccc1)NC(=O)Cn1ccc(NC(=O)OCc2ccccc2)nc1=O	-7	-8	0.0	-13%	-16%	12%[57.1 µM]	-7	23%[57.1 µM]	-1.1
Cc1oc(-c2ccccc2Cl)nc1CS(=O)(=O)CC(=O)NCCN1CCOCC1	-3	11	-0.5	12%	-18%	0%[57.1 µM]	-3	-6%[57.1 µM]	-0.3
COc1ccc(C2C(C(=O)c3ccco3)=C(O)C(=O)N2CC2CCCO2)cc1OC (stereo unspecified)	-2	-1	0.4	0%	0%	-11%	4	-1%	14
CN(C(=O)CN1C(=O)S/C(=C\c2cccc(Cl)c2)C1=O)C1CCS(=O)(=O)C1 (stereo unspecified)	11	5	-1.1	-12%	-20%	-1%	1	18%	-1.0
Cc1ccccc1OCCC(=O)N(CC(C)C)c1c(N)n(Cc2ccccc2)c(=O)[nH]c1=O	-1	-2	0.2	0%	-5%	-2%	-6	19%	1.1
Cc1ccc(Oc2ccc(C(=O)NCc3ccncc3)cc2)cc1	2	-8	-0.3	9%	-15%	-17%[57.1 µM]	-6	27%[57.1 µM]	-0.4
Cc1ccc(C(=O)COC(=O)C(C)N2C(=O)C3C4C=CC(C4)C3C2=O)cc1C (stereo unspecified)	4	2	0.2	8%	-15%	7%	1	14%	0.1
CCc1cccc(C)c1NC(=O)CN1C(=O)c2ccccc2S1(=O)=O	-2	18	-1.1	13%	-22%	9%	2	13%	0.9
CCOC(=O)c1c(NC(=O)COC(=O)c2ncc(Cl)c(Cl)c2Cl)sc(C(=O)N(C)C)c1C	6	4	0.9	-4%	-6%	-12%	-1	-6%	-1.7
Cc1ccc(NC(=O)c2cc(-n3cnnc3)ccc2Cl)c(C)c1	3	-3	0.4	7%	-9%	-11%	4	-17%	-0.1
O=C(CCSCCc1ccccn1)Nc1ccccc1C(F)(F)F	.	-2	-0.5	10%	-17%	-6%[57.1 µM]	2	2%[57.1 µM]	-0.3
C=CCNc1nc(NCCN2CCOCC2)nc(OC)n1	0	2	-1.3	-1%	4%	12%[57.1 µM]	-2	15%[57.1 µM]	-0.3
Cc1ccc(Cl)cc1N1CCN(C(=O)c2noc(C)c2[N+](=O)[O-])CC1	20	-8	-1.0	-4%	-29%	-12%	-7	-15%	0.1
CN(CC(=O)N1CCN(c2ccccn2)CC1)S(=O)(=O)c1ccc(Cl)cc1	17	-3	-1.0	5%	-22%	6%	58	3%	-0.1
Cc1cc(N)nc(C)c1C#N	17	3	0.4	-7%	-9%	0%	3	12%	-0.8
Cc1cccc(NC(=O)c2ccc3c(c2)C(=O)N(c2ccccn2)C3=O)c1C	8	-4	-0.1	-12%	-5%	-1%	-1	6%	0.5
Cc1ccc(-c2cn(-c3ccccc3)c(=S)[nH]2)cc1C	2	10	0.0	-5%	-20%	-2%	-2	-2%	-1.0
Cc1ccc(N(C)C(=O)N2CCN(S(=O)(=O)c3ccc4ccccc4c3)CC2)cc1	-23	1	-0.1	-2%	-17%	4%[57.1 µM]	-6	32%[activator][57.1 µM]	-2.0
CC(=O)c1c(N=CN(C)C)nc(C)nc1-c1ccccc1	.	7	-0.2	1%	-2%	10%[57.1 µM]	4	-2%[57.1 µM]	.
CCCNC(=O)c1cc(Cl)c(NC(=O)C2=C(C)OCCS2)cc1OC	-9	-9	0.1	-10%	-14%	0%	-4	24%	-0.2
c1ccc(Cc2ccc(OCCn3cncn3)cc2)cc1	2	-1	-0.6	1%	-13%	4%	-3	10%	-0.3
CCc1ccc(-n2c(=O)c3cccnc3n2CC(=O)NCc2ccccc2)cc1	.	-3	1.4	1%	-24%	17%[57.1 µM]	2	1%[57.1 µM]	0.2
Cc1ccc(NC(=S)NCc2cccs2)c(C)c1	24	-3	0.0	11%	-20%	1%	8	-2%	-2.8
COc1cccc(OC)c1C(=O)NCCN1CCN(C(=O)c2c(OC)cccc2OC)CC1	-7	-1	0.4	6%	-9%	-14%	-5	?	1.1
COC(=O)C1=C(C)NC(=O)C1(NC(=O)c1cccnc1)C(F)(F)F (stereo unspecified)	23	-3	0.2	-2%	-21%	-6%	1	-2%	1.0
CCCNc1c(NS(=O)(=O)c2ccc(C)c(C)c2)c(=O)oc2ccccc12	9	-8	-0.1	-3%	-12%	10%[57.1 µM]	4	21%[57.1 µM]	-0.6
CCCCCCC(C)n1cc(C(C)=O)c(=O)n(C)c1=O (stereo unspecified)	.	-3	-0.6	9%	-5%	-2%[57.1 µM]	7	12%[57.1 µM]	.
COc1ccc(-c2nnn(CC(=O)N3CCN(c4ccc(F)cc4)CC3)n2)cc1	-6	-5	-0.3	1%	?	1%	-19	26%	1.5
CC(C)[C@H](NC(=O)[C@@H]1CSCN1C(=O)OC(C)(C)C)C(=O)NCC1CCC(C(=O)O)CC1 (stereo partly specified)	-9&2	2&2	0.0&-0.1	3%	-14%	1%[57.1 µM]	-1	11%[57.1 µM]	1.1&-0.7
Nc1ccccc1SCc1cn2ccccc2n1	-1	2	-0.8	0%	1%	-2%	5	0%	-0.2
Cc1cc(C)n(CCc2nc(-c3cccs3)cs2)n1	7	-1	0.0	7%	3%	3%[57.1 µM]	-6	14%	0.3
O=c1[nH]c(SCc2ccccc2[N+](=O)[O-])nc2nc[nH]c12	-13	-5	-0.4	2%	-31%	7%[57.1 µM]	-13	-5%[57.1 µM]	-2.0
COc1ccc(-c2cc(C(=O)Nc3cc(C)on3)c3ccccc3n2)c(OC)c1	4	0	0.6	-5%	-10%	10%	0	13%	-0.9
COc1ccc(OC)c(-c2c3c([nH]c(=S)c2C#N)CCCC3)c1	4	-3	0.1	7%	-13%	0%[57.1 µM]	0	?	-0.6
O=C(CCN1C(=O)c2ccccc2S1(=O)=O)Nc1ccccc1	9	0	0.5	7%	-5%	-4%	2	21%	-0.1
CC(C)(C)N(Cc1ccccc1)C(=O)COC(=O)C1CC1	.	.	.	3%	3%	0%[57.1 µM]	2	-10%[57.1 µM]	.
COc1ccc(NC(=S)N(CCCN2CCCCCC2)Cc2cccs2)cc1	-13	-2	0.1	7%	-6%	-11%[57.1 µM]	5	15%[57.1 µM]	0.6
CCCc1nnc(NC(=O)c2c(O)c3cccc4c3n(c2=O)CC4)s1	-21	-2	0.5	-11%	-16%	10%	3	1%	-0.5

Ordered by count of non-hydrogen atoms (ascending): three of the compounds above.
SMILES	D2 antag	TRHR enhancer	TRHR agonist	mIDH1 inhibitor	USP1-UAF1 inh	TrxR1 substrate	PI4K2A block	TrxR1 inh	D2 agonist
CC(C)(C)N(Cc1ccccc1)C(=O)COC(=O)C1CC1	.	.	.	3%	3%	0%[57.1 µM]	2	-10%[57.1 µM]	.
CCCc1nnc(NC(=O)c2c(O)c3cccc4c3n(c2=O)CC4)s1	-21	-2	0.5	-11%	-16%	10%	3	1%	-0.5
COc1ccc(-c2cc(C(=O)Nc3cc(C)on3)c3ccccc3n2)c(OC)c1	4	0	0.6	-5%	-10%	10%	0	13%	-0.9

Screens (PubChem)
